Screening data as filed in PubChem BioAssay.
RAD52 inh = RAD52 (human) annealing inhibition; recombinant RAD52 DNA annealing, FRET fluorescence; inhibition, % at 18.7 µM; 0.46% of 360,000 active; AID 651710;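 active = every replicate showing at least 50% inhibition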
Target sequence (P43351 whole entry, looked up): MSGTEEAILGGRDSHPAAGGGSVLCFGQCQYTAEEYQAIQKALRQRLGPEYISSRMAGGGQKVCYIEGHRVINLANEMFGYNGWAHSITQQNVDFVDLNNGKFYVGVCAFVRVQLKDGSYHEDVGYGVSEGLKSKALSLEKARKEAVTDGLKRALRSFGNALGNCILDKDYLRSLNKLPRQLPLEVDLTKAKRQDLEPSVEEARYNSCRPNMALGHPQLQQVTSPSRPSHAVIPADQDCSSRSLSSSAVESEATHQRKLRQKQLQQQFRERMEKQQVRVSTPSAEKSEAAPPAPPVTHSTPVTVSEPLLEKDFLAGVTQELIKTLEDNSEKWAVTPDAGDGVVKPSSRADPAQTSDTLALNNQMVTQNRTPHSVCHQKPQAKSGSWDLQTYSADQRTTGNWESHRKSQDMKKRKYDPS
XiGFP reactiv = activators of X-chromosome reactivation in mouse fibroblasts | XiGFP mouse fibroblasts, % GFP-positive cells imaging, 3 d; cells co-treated with 5-aza-dC sensitizer; scaled so ellipticine positive control = 100% | activation, % at 7.58 µM | 0.055% of 360,000 active;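 active = mean normalized replicate activation at least 10% and every replicate at or above 10%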;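 also: 0% = median of on-plate neutral control wells and 100% = ellipticine 6 µM median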
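System: 68-5-11 XiGFP fibroblast line; Timing: 3 days compound exposure; Compound dosing: one concentration, pinned; Benchmarks: positive control ellipticine, 6 µM final; Buffer or medium: DMEM containing 5-aza-dC.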
ARNT TACC3 PPI = disrupts binding between human ARNT and TACC3 | Q9Y6A5 | AlphaScreen His-ARNT PAS-B/GST-TACC3 binding, luminescence; TACC3 fragment carries E629A point mutation | inhibition, % at 9.99 µM | 0.66% of 390,000 active;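 active = mean inhibition of replicates at least 50% and at least half of replicates each reaching 50%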;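 also: 0% = complete ARNT plus TACC3 wells and 100% = ARNT alone without TACC3; many hits fall short of the cut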
CFTR F508del cor = correctors of CFTR F508del function in bronchial epithelial cells | AID 720511 | CFBE cells, YFP halide quenching; stimulated with forskolin plus potentiator P3; % fluorescence drop versus neutral controls | activity (quench increase), % at 7.58 µM | 0.36% of 350,000 active;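 active = mean added fluorescence quench of at least 8% versus neutral control, with both replicates also reaching 8%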;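 also: cells transiently co-express mutant CFTR-F508del with the halide-sensitive YFP; corrector assay measuring rescue of mutant channel to the surface after 24 h compound exposure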
INS-1E GSIS act = GLuc luminescence reporter in INS-1E cells, primary screen for activators of glucose-dependent secretion of insulin | INS-1E GLuc reporter insulin secretion, 2-3 h | activation, % at 16.6 µM | 0.61% of 370,000 active;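 active = lowest replicate activation of at least 40%, so every replicate reaches that level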;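 also: 0% = median of neutral control wells and 100% = median of IBMX positive control wells; some compounds called inactive have numbers as strong as hits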
RAD54 branch = RAD54 (human) branch migration inhibition; RAD54 Holliday junction branch migration, FAM/BHQ fluorescence; AID 602329; Q92698; 0.14% of 360,000 active; inhibition, % at 10.4 µM;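 active = mean normalized replicate activity at least 40 and at least half of replicates scoring 40 or more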;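 also: 0% = median of neutral control wells and 100% = median of positive control wells; inhibitors cause a drop in the FAM fluorescence signal; in these data hits start at about 50%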
ERAP1 inh = blocks human ERAP1 aminopeptidase activity; Q9NZ08; recombinant ERAP1, Leu-AMC fluorescence, 60 min; inhibition, % at 10.7 µM; 0.15% of 340,000 active; AID 652197;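 active = mean replicate inhibition of at least 30%, or all replicates individually reaching that 30% level; inactive = mean below 30% and not every replicate reaching it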;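 also: 0% = neutral control wells and 100% = L-leucinethiol positive control wells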
esBAF inh = SWI/SNF esBAF complex inhibition. 2% of 350,000 active. mouse ES cells, Bmi1-luciferase knock-in reporter, 24 h; 100% = twice the neutral-well signal. reporter increase, % at 12.5 µM. AID 602393; in the data active = activation above about 40%;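 also: 0% = median of the plate's neutral control wells and 100% = double that signal; a rise in the Bmi1 reporter signal indicates esBAF inhibition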
An asterisk follows results filed as active; . = not tested or not shown; & = joins results of further samples; ! = a repeat was not active.

SMILES	XiGFP reactiv	RAD54 branch	esBAF inh	CFTR F508del cor	ARNT TACC3 PPI	ERAP1 inh	RAD52 inh	INS-1E GSIS act
CC(C)NC(=O)N[C@@H]1C=C[C@H](CC(=O)N2CCCCC2)O[C@@H]1CO	-0.4	-11	-2	-0.9	-30	-1	8	5
CCOC(=O)C1=NNC(C(=O)OCC)C1c1ccccc1 (stereo unspecified)	-0.1	.	.	-0.3	-1	6	-10	-5
CC[C@H](C)[C@H](NC(=O)OCc1ccccc1)C(=O)Nc1ccc(NC(C)=O)cc1	0.0	.	.	-0.5	0	-1	-15	3
O=S(=O)(Nc1cccc(-n2cnnn2)c1)c1ccccc1	0.0	9	-1	1.8	-2	-1	-6	4
COc1ccc(O)c(C(=O)CC(=O)c2ccccc2C)c1	0.0	-9	33	0.5	23	0	3	4
COCCNC(=O)C1(C)CCCN(C(=O)c2ccccc2OC)C1 (stereo unspecified)	0.0	16	-2	0.9	.	-4	-11	16
OC1(c2ccc(Cl)c(Cl)c2)C[n+]2ccccc2N1Cc1ccccc1 (stereo unspecified)	0.0	13	-7	2.4	1	6	27	.
CC(=O)Nc1ccc(S(=O)(=O)NC(C(=O)O)C2=CCC=CC2)cc1 (stereo unspecified)	.	1	-2	-5.5	-30	5	-7	2
CCCn1c(N)c(C(=O)CSc2nncs2)c(=O)[nH]c1=O	0.2	5	-1	0.2	1	1	-10	-5
COC(=O)c1cnc(N2CCCN(S(=O)(=O)c3ccc(C(F)(F)F)cc3)CC2)nc1C(F)(F)F	-0.2	.	.	-0.8	-10	0	-5	-1
O=C(Nc1ccc(F)cc1)N1[C@@H]2CNC[C@H]1C2c1ccc(-c2ccccc2)cc1 (stereo partly specified)	0.0&0.0	.	.	0.2&0.9	.	10&-1	55*!	-4&-12
Cc1nc(-c2ccc(S(=O)(=O)Nc3ccc(Br)cc3F)cc2)co1	0.2	-5	-4	-0.3	-5	0	-39	-5
O=C(NC1CCCCC1)[C@H]1[C@H](CO)[C@H]2Cn3c(cccc3=O)[C@@H]1N2CC1CCCC1	0.0	.	.	-2.5	.	4	3	0
O=C(Nc1ccc(Cl)c(Cl)c1)N[C@@H]1CC[C@@H](CCn2cc(C3CCCCC3)nn2)O[C@@H]1CO	-0.8&0.0	-4	-26	1.0&2.4	-2	1&1	18&-11	16&10
C[C@H]1COC(=O)[C@@H](Cc2ccc(F)cc2)C/C=C\C[C@H](CC(=O)N(CCO)Cc2ccccc2)C(=O)N1	0.3	2	-3	-0.9	3	18	-6	.
C=CCN(c1ccccc1)S(=O)(=O)c1cc(C(=O)NC2=NCCS2)ccc1Cl	0.1	9	3	3.1	1	3	-9	8
CCC(C(=O)OCC(=O)Nc1cc(Cl)cc(Cl)c1)c1ccccc1 (stereo unspecified)	0.0	-3	.	0.1	-15	1	4	-5
O=C(/C=C/c1ccccc1)CCN1CCOCC1	0.1	.	.	-2.2	-4	2	-2	52*
O=C(O)c1cccc(Cn2c(Cl)c(/C=N/NC(=O)c3cc4ccccc4cc3O)sc2=O)c1	.	-20	2	-1.4	16	.	-48	-27
CC1=NN(c2ccccc2)C(=O)C1/C=C1\NC(=S)NC1=O (stereo unspecified)	-0.1	-3	-1	-2.9	5	5	-72	-8
C[C@@H]1CN([C@H](C)CO)C(=O)c2cccc(NC(=O)C3CC3)c2O[C@@H]1CN(C)Cc1ccncc1	0.2	-1	1	1.8	13	-5	-1	4
CCOc1ccc(C(=O)NCc2ccccc2)cc1Br	0.1	9	.	-1.2	-4	5	-3	.
COc1ccccc1CN1[C@H](CO)[C@H]2c3ccccc3N(C(=O)C3CCOCC3)C[C@H]21	0.0	5	0	-4.4	-1	1	-18	4
Cc1ccc2sc(N3CCN(CCNC(=O)c4ccco4)CC3)nc2c1C	-0.1	-9	.	-1.7	12	3	4	-28
COc1ccc(CN(C)C[C@@H]2OCCCC[C@@H](C)Oc3ccc(NC(=O)Cc4ccccc4)cc3C(=O)N([C@H](C)CO)C[C@@H]2C)cc1	0.0	10	2	-0.2	2	.	.	-5

More entries follow.
SMILES	XiGFP reactiv	RAD54 branch	esBAF inh	CFTR F508del cor	ARNT TACC3 PPI	ERAP1 inh	RAD52 inh	INS-1E GSIS act
C[C@@H]1CN([C@H](C)CO)C(=O)Cc2cc(NC(=O)C3CCCCC3)ccc2O[C@@H]1CN(C)S(=O)(=O)c1ccccc1	1.3	-5	-1	0.2	-2	0	11	-9
CCOc1ccccc1N1CCN(C(=O)c2ccc3[nH]c4c(c3c2)CCCC4)CC1	0.4	-1	-4	.	3	0	-13	2
COc1ccc(NC(=O)N(C)C[C@@H]2Oc3c(NC(=O)C4CC4)cccc3C(=O)N([C@@H](C)CO)C[C@@H]2C)cc1	-0.6	-7	1	-2.5	-7	1	-8	23
O=C(O)Cn1cnc2sc3c(c2c1=O)CCCC3	0.0	.	-8	-2.5	-5	1	-8	-5
O=C(NCC1CCCO1)C(=O)c1c[nH]c2ccccc12 (stereo unspecified)	-0.1	.	.	-0.2	.	-4	-2	3
CC1(c2ccc3ccccc3c2)NC(=O)N(CC(=O)NCc2cccs2)C1=O (stereo unspecified)	0.0	-3	.	1.3	-4	0	-4	-11
C[C@@H]1CN([C@@H](C)CO)C(=O)c2cc(C3=CCCCC3)cnc2O[C@@H]1CN(C)C(=O)Nc1cccc(F)c1	0.0	3	6	0.5	0	-5	24	-11
CC1CCN(CC(C)OC(=O)c2ccco2)CC1 (stereo unspecified)	0.0	0	-5	-0.8	5	-7	0	12
COc1ccc(N2CCN(C(=O)CSc3nnnn3C3CC3)CC2)cc1	0.1	-6	-7	0.5	-4	-4	-2	2
CCOC(=O)c1ccccc1NC(=O)COC(=O)c1c(CC)noc1C	0.1	-7	-7	-1.6	-5	0	3	-5
CSC(=S)N/N=C/c1ccc(N(C)C)cc1	0.1	.	.	3.7	.	-1	-6	-2
COC(=O)c1cc(NC(=O)CN(c2ccccc2OC)S(=O)(=O)c2ccccc2)ccc1Cl	.	-2	-4	.	-1	2	-1	4
COc1cccc(NC(=O)c2ccc[n+](C)c2)c1	0.0	-6	-4	4.2	-6	10	-4	-1
Cn1nc([N+](=O)[O-])nc1N1CCOCC1	0.0	-7	13	.	.	.	.	1
COCCNC(=S)Nc1ccc2nc(N3CCN(C)CC3)cc(C)c2c1	0.2	22	-1	3.0	2	3	52*	1
COC(=O)[C@H]1C[C@@]2(O)CN(S(=O)(=O)c3ccc(C)cc3)C[C@@]2(OC(=O)NCc2ccccc2F)C[C@H]1C(=O)OC	0.1	-9	-3	5.6	.	-1	5	-5
Cc1ccc(-n2ncc3c(SCc4cccnc4)ncnc32)c(C)c1	-0.1	.	.	0.8	-1	-2	-2	-13
C=CCNC(=S)NNC(=O)c1ccc(OCCCC)cc1	.	8	5	.	-2	0	-4	-1
CCCNC(=O)Nc1ccc2c(c1)C(=O)N(C)[C@@H]1CC[C@H](CC(=O)OC)O[C@@H]1CO2	0.2	-2	6	-1.9	6	-1	-8	-4
CCn1c(CNC(=O)c2ccc3c(c2)OCO3)nnc1SCC(=O)Nc1cc(C)ccc1OC	.	2	10	.	5	.	.	-4
O=C(CNC(=S)N(CCCN1CCOCC1)Cc1cccs1)NCc1ccccc1Cl	0.0	2	-5	0.6	.	-2	-20	-3
O=C(c1cccc(F)c1)N1CC2(C1)[C@H](c1ccccc1)[C@H](CO)N2C(=O)C1CCCCC1	0.1	.	.	-1.3	.	-2	-7	-7
CS(=O)(=O)Nc1ccc2c(c1)[C@H]1C[C@@H](CC(=O)NCC(F)(F)F)O[C@H](CO)[C@H]1O2	0.0	-14	-4	0.9	-26	0	0	6
O=C(O)c1ccc(NC(=O)c2cc3ccccc3o2)cc1	0.0	-7	32	0.7	-1	-2	-17	4
CO[C@@H]1CC[C@H]2CCOc3ccc(C#N)cc3C(=O)N(C)CCCC(=O)N(C)C[C@H]1O2	0.0	-6	-2	.	-6	2	-10	-5

(list continues)
SMILES	XiGFP reactiv	RAD54 branch	esBAF inh	CFTR F508del cor	ARNT TACC3 PPI	ERAP1 inh	RAD52 inh	INS-1E GSIS act
CN1CCN(C(=O)C[C@H]2CC[C@H]3[C@@H](COC[C@@H](O)CN3C(=O)C3CC3)O2)CC1	0.2	-3	-2	0.5	-1	2	3	-4
Cc1nccn1CC(O)COc1ccc([N+](=O)[O-])cc1 (stereo unspecified)	0.0	10	-2	0.9	0	-2	-7	9
CCOC(=O)CNc1nc(Cl)nc(Nc2ccccc2)n1	-0.1	.	.	-0.3	.	-2	-16	-2
CCCN=C1N(C)C[C@@H]2[C@@H]3C(=O)N(C)C(=O)[C@@H]3[C@](C)(C(=O)OC)N12	0.0	-1	3	-3.0	-2	-5	-15	1
Cc1cc(C)c2[nH]c(O)c(N=NC(=S)NCC3CCCO3)c2c1 (stereo unspecified)	0.1	7	-5	.	4	.	.	69*
Cc1cc(NC(=O)c2ccc(C#N)cc2)on1	-0.1	.	.	-2.9	-1	1	-25	-1
O=C(NCC[C@H]1CC[C@H](NS(=O)(=O)Cc2ccccc2)[C@@H](CO)O1)C1CCOCC1	0.3	-16	-6	-1.2	8	-3	3	-1
CC(C)CC#Cc1cnc2c(c1)C(=O)N([C@@H](C)CO)C[C@@H](C)[C@H](CN(C)CC1CCOCC1)O2	0.1	-3	1	-0.7	-1	2	-1	6
S=C(Nc1ccc(Oc2ccccc2)cc1)N1CCOCC1	0.0	4	24	-1.5	-4	-2	-14	-17
O=C(NCCc1ccccc1)N1CCCC(CNS(=O)(=O)Cc2ccccc2)C1 (stereo unspecified)	0.0	.	.	0.1	-5	-2	-1	-2
C[C@H]1CN([C@@H](C)CO)S(=O)(=O)c2ccc(Br)cc2O[C@H]1CN(C)C(=O)C1CCCCC1	0.0	.	0	1.5	.	.	.	11
Cc1cccc(NS(=O)(=O)c2cc3c4c(c2)CC(=O)N4CCC3)c1C	0.3	-3	-1	2.2	18	2	-10	.
O=C(O)c1ccccc1C(=O)Nc1ccc(Oc2ccccc2)cc1	-0.1	-2	.	0.0	.	-1	-19	5

Fetched one by one from above, two records:
SMILES	XiGFP reactiv	RAD54 branch	esBAF inh	CFTR F508del cor	ARNT TACC3 PPI	ERAP1 inh	RAD52 inh	INS-1E GSIS act
O=C(NCCc1ccccc1)N1CCCC(CNS(=O)(=O)Cc2ccccc2)C1 (stereo unspecified)	0.0	.	.	0.1	-5	-2	-1	-2
O=C(NCC[C@H]1CC[C@H](NS(=O)(=O)Cc2ccccc2)[C@@H](CO)O1)C1CCOCC1	0.3	-16	-6	-1.2	8	-3	3	-1

No enrichment for hits (roughly 3.3% active in at least one column).
